# Source: PubChem (National Center for Advancing Translational Sciences (NCATS))
# HT1080-NT tox = kills 2HG-producing HT-1080-NT fibrosarcoma cells; Potency, µM (top dose mostly 46.1 µM), for inactives: top-dose activity, negative = less viability, most hits filed as cytotoxic; actives 1.6% (n = 360,000); HT-1080-NT fibrosarcoma viability, CellTiter-Glo ATP luminescence, 48 h;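 further: NT is the 2HG producing partner of a matched IDH1 knockdown line; potency means the concentration at half of the fitted maximal effect; 0% = DMSO-treated cells and -100% = media-only wells without cells; nearly all actives have a fitted effect of over 55% in size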
#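 Fibrosarcoma NT cells, 750 per well in 5% FBS RPMI, were exposed to compound for 48 hours. Viability: CellTiter-Glo luminescence.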
# IL-1B inflam inh = inflammasome signaling inhibition, IL-1 beta readout; THP-1 LPS/ATP IL-1B secretion, AlphaLISA, 16 h; active compounds read low; activity change, % at 57.5 µM; actives 4.7% (n = 360,000); in the data active means activity change below about -50%; inconclusive means mostly about -30% to -49%; further: on the % scale 0 is the no-effect control and ±100 the full control effect
#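 THP-1 cells pretreated 1 hr with compounds (up to 57.5 uM final), then stimulated with LPS (250 ng/mL final) plus ATP (1.25 mM final); secreted IL-1B measured by AlphaLISA after 16 hr, decreased signal indicating inhibition.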
# D3 ag = D3 dopamine receptor (human) agonism | actives 0.58% (n = 410,000) | max activation, % | P35462 | D3R DiscoveRx beta-arrestin cells, luminescence, 90 min | AID 652048; in the data active means max activation above about 30%; further: 0% is about no effect; mostly tested at two doses, the higher about 12 µM
# Target sequence (P35462 whole entry, looked up): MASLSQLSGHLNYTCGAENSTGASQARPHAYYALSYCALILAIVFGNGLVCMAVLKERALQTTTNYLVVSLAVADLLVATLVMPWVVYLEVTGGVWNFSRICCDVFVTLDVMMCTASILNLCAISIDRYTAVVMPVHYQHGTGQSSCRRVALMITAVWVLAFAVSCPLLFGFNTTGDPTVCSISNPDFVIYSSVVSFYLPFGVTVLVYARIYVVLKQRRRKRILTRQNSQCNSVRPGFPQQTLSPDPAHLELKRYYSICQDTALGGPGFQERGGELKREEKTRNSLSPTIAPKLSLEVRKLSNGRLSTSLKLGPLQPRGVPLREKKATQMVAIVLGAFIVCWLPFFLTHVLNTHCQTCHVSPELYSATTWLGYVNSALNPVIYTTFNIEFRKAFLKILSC
#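 Agonist mode: compounds and dopamine controls were applied to plated cells for 90 min at 37 degrees C after an overnight attachment at 1500 cells/well. Luminescent read-out followed 30 - 60 minutes at room temperature with DiscoveRx detection reagent.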
# SW480 rerep = DNA re-replication induction in SW480 cells | AID 624297 | Potency, µM (series often up to 46.1 µM), without a hit: at the highest dose re-replication activation, actives largely listed as activators | actives 1.8% (n = 340,000) | SW480 DNA re-replication, Hoechst DNA content imaging, 48 h; further: potency means the concentration at half of the fitted maximal effect; % of control where 0% means no effect; nearly all actives have a fitted effect of over 55% in size
#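 First, 250 cells per well were seeded. Next, compound or vehicle (23 nL) was pinned in, plates sat 48 hr at 37 C. Finally Hoechst was added for 40 min before fluorescence scanning.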
# HT1080 IDH1KD tx = kills HT-1080 cells with IDH1 knockdown | HT-1080 IDH1 knockdown viability, ATP luminescence, 48 h | Potency, µM (titrated, usually from 46.1 µM), without a hit: at the top dose activity, negative = toxicity, most hits filed as cytotoxic | actives 2% (n = 360,000) | AID 686971;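 further: potency means the concentration at half of the fitted maximal effect; 0% = DMSO wells and -100% = cell-free medium wells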
#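 Assay cells: HT-1080 with IDH1 knockdown, 750 per well, RPMI/5% FBS. Exposure: 48 h at 37 °C following 2 h pre-incubation. Read: CellTiter-Glo luminescence; fitted concentration-response, curve class assigned.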
# KB-3-1 cytotox = KB-3-1 parental cell cytotoxicity. AID 1347075. KB-3-1 viability, CellTiter-Glo ATP luminescence, 72 h. Potency, µM (titrated, usually from 46.1 µM), inactives show top-dose activity change, negative = cytotoxic, usual class: cytotoxic. actives 1.4% (n = 400,000); further: potency means the concentration at half of the fitted maximal effect; on the % scale 0 is the no-effect control and ±100 the full control effect; nearly all actives have a fitted effect of over 60% in size
#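 72 h, 37 °C compound treatment of KB-3-1 parental cells; CellTiter-Glo added, 10 min, luminescence read. Data corrected against DMSO-only plates and normalized before curve fitting.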
# GLP-1R agonist = agonists of human GLP-1 receptor. P43220. HEK293 GLP-1R CRE-luciferase, luminescence, 4-6 h; cells express a hypersensitive GLP-1R form. Potency, µM (doses to about 45.6 µM), for inactives: at the highest dose activation, most hits filed as activators. actives 0.007% (n = 380,000). AID 624172; further: potency means the concentration at half of the fitted maximal effect; % of control where 0% means no effect
# Target sequence (P43220 whole entry, looked up): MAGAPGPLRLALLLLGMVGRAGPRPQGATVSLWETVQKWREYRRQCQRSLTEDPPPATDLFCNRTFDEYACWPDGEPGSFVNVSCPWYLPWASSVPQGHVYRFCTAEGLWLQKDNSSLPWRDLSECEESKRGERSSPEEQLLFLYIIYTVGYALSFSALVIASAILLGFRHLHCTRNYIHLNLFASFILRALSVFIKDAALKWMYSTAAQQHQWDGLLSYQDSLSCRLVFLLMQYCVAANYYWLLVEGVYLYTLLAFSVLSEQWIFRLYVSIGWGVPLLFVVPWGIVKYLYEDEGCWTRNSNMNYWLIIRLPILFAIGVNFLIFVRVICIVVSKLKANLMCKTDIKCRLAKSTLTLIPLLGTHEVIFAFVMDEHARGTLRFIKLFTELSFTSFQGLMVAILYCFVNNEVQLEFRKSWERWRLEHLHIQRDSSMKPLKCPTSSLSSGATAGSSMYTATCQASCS
# D3 antag = antagonists of human D3 dopamine receptor; max response, negative = inhibition, %; D3R cells, DiscoveRx beta-arrestin luminescence, antagonist mode; active compounds read low; AID 652054; actives 2.5% (n = 360,000); P35462; in the data active means max response below about -50%; inconclusive means no clear call, values can overlap the other calls; further: on the % scale 0 is the no-effect control and ±100 the full control effect; mostly tested at two doses, the higher about 12 µM
#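 Cells expressing the human receptor were seeded at 1500 cells/well, incubated overnight at 37 degrees C in 5% CO2, then exposed to library compounds with dopamine controls for 90 minutes at 37 degrees C before luminescent detection.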
# KB-V1 cytotox = KB-V1 MDR subline cytotoxicity; Potency, µM (doses to about 46.1 µM), without a hit: at the highest dose activity change, negative = cytotoxicity, hits mostly cytotoxic; actives 3.4% (n = 400,000); AID 1347076; KB-V1 MDR cells viability, CellTiter-Glo, 72 h; further: potency means the concentration at half of the fitted maximal effect; on the % scale 0 is the no-effect control and ±100 the full control effect; nearly all actives have a fitted effect of over 60% in size
#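 KB-V1, DMEM (no phenol red) + 10% FBS; cpd pin-transferred, titration series; 72 h, 37 degrees C; CellTiter-Glo, luminescence. Data normalized, curve-fit.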
# Active calls of the source: *; u = inconclusive; x = not tested or not shown; & = joins results of further samples; [ ] = remark or other dose. Unless noted, the call rests on the fitted dose curve; in most records, active means well fitted curve in the direction sought with a large enough effect; inconclusive means small, poorly fitted or top-dose-only effect, or another doubt; inactive means no such curve, though single readings can be large; an effect the other way counts as inactive or inconclusive.
# Each structure is followed by: HT1080-NT tox	IL-1B inflam inh	D3 ag	SW480 rerep	HT1080 IDH1KD tx	KB-3-1 cytotox	GLP-1R agonist	D3 antag	KB-V1 cytotox
1. O=C(NCCc1c[nH]c2ccc(Cl)cc12)c1cccnc1
→ -24%	-1	-2	u	-6%	-15%	25%	6	u
2. COc1ccc(-c2csc(N(CCCN(C)C)C(=O)c3ccc(C)cc3)n2)cc1
→ u	-79*	-14	-2%	u	-6%	2%	5	0%
3. C=C(C)CSc1nnc2n(N)c(=O)c3ccccc3n12
→ 3%	0	1	-15%	-1%	-2%	-9%	-7	9%
4. CN(C)CCN1CCc2ccccc21
→ -1%	-12	1	-4%	6%	0%	0%	-16	u
5. COc1cc(C)ccc1S(=O)(=O)N1CCCCCC1
→ -4%	11	1	-22%	-13%	14%	19%	3	4%
6. CCOc1ccc(N(CC(=O)NCCc2ccc(Cl)cc2)S(=O)(=O)c2c(C)[nH]c(=O)[nH]c2=O)cc1
→ 2%	48	13	-4%	7%	1%	9%	4	-2%
7. COc1cc(C(=O)NC(=S)Nc2ccc3ccccc3c2)cc(OC)c1OC
→ u	52	1	x	u	3%	4%	-8	-2%
8. COc1cccc(-n2cc(C(=O)O)c3ccccc3c2=O)c1
→ 14µM*	-60*	-10	3%	2%[9.24 µM]	-8%	-6%	-7	-2%
9. CCOC(=O)c1c(NC(=O)CSc2ncnc3[nH]ncc23)sc2c1CCC(C)C2 (stereo not drawn)
→ u	-5	-7	15%	u	u	17%	27	1%
10. Cc1c2cnccc2c(C)c2c1oc1ccccc12
→ -2%	-73*	3	u	6%	u	26%	5	12µM*
11. Cc1ccc(Nc2nc(N)nc(CSCCO)n2)cc1
→ -7%	-1	-1	0%	2%	-2%	7%	-16	-1%
12. Cc1ccc(Cn2c(C(=O)O)c(CNC3CCCC3)c3ccc(C)cc32)cc1
→ x	x	-15	x	x	4%	0%	x	u
13. Cc1ccc(SCC(=O)NC(C)c2ccccc2)cc1 (stereo not drawn)
→ -6%	4	2	u	-10%	13%	0%	3	-10%
14. O=C(CSc1ncnc2c1cnn2-c1ccc(Cl)cc1)NCc1ccc2c(c1)OCO2
→ 2%	-27	2	-5%	-1%	10%	-3%	11	-1%
15. Brc1nnc2n1-c1ccccc1Sc1ccccc1-2
→ -6%	u	-3	-3%[9.22 µM]	-1%	-11%	0%	-26	-25%
16. Cc1ccc2c(c1)C1C[N+](C)(CC(=O)c3ccccc3)CCC1N2C(=O)c1ccccc1Cl (stereo not drawn)
→ 2%	u	-4	-5%	6%	6%	-2%	-14	u
17. CCCCNC(=S)NNC(=O)c1ccc2c(c1)OCO2
→ 0%	3	-3	-1%	-6%	-4%	-1%	-8	-11%
18. CC(NC(=O)c1c(O)c2ccccc2[nH]c1=O)c1ccccc1 (stereo not drawn)
→ 0%	-2	1	0%	4%	-4%	0%	1	-11%
19. Nc1nonc1C(=O)N1CCCCC1
→ -12%	20	1	6%	-4%	3%	2%	9	0%
20. COc1ccc(CC(=O)c2ccc(OC)c(OC)c2C)cc1OC
→ u	-3	11	u	-18%	6.5µM*	1%	20	2.3µM*

# Complete entries, quoted from the list. Order of values: HT1080-NT tox, IL-1B inflam inh, D3 ag, SW480 rerep, HT1080 IDH1KD tx, KB-3-1 cytotox, GLP-1R agonist, D3 antag, KB-V1 cytotox
# COc1ccc(CC(=O)c2ccc(OC)c(OC)c2C)cc1OC reads u, -3, 11, u, -18%, 6.5µM*, 1%, 20, 2.3µM*
# CCCCNC(=S)NNC(=O)c1ccc2c(c1)OCO2 reads 0%, 3, -3, -1%, -6%, -4%, -1%, -8, -11%

# (cont.)
item	canonical_smiles	HT1080-NT tox	IL-1B inflam inh	D3 ag	SW480 rerep	HT1080 IDH1KD tx	KB-3-1 cytotox	GLP-1R agonist	D3 antag	KB-V1 cytotox
21	COc1ccc(CNc2nc(NCc3ccc(OC)cc3)c3ncn(C4CCCC4)c3n2)cc1	7.3µM*	53	-5	4.6µM*	4.6µM*	6.5µM*	u	0	u
22	O=C(OCCOc1cccc(Cl)c1)c1ccc(F)c(S(=O)(=O)N2CCOCC2)c1	-2%	0	1	4%	-3%	0%	15%	-12	0%
23	CCOc1ccc2ccccc2c1/C=N/NC(=O)c1ccncc1	13%	1	-3	0%	12%	1%	17%	-27	10%
24	CCc1ccc(N2C(=O)CN(Cc3ccccc3)C2=S)cc1	2%	-11	3	-14%	11%	9%	1%	0	22%
25	CC(C)COC(=O)N1CCCCC1c1cc(C(=O)NCc2cccnc2)no1 (stereo not drawn)	5%	13	3	x	12%	0%	-7%	0	3%
26	COC(=O)c1cc2c(cc1NC(=O)CSCCc1ccccn1)OCO2	13%	-3	1	-4%	20%	-4%	-10%	-7	u
27	CCN(CC)C(=O)c1c(C)nc2ccccn12	3%	26	-4	-2%	14%	-3%	-11%	-8	-9%
28	Cc1ccc(NS(=O)(=O)c2cc(C(=O)NCc3ccccn3)ccc2Cl)cc1C	-29%	-10	-2	-6%	u	7%	1%	-21	u
29	OCCC1CN(Cc2ccccc2O)CCN1CCc1ccccc1 (stereo not drawn)	1%	11	-9	15%	8%	8%	1%	3	u
30	Cc1ccc2c(c1)sc1nc(=O)n(-c3ccc(Cl)cc3)c(=O)n12	5%	-5	0&-2	-1%	6%	4%&12%	-8%	u	19%&18%
31	Cc1nnc(N(C)C(=O)Cc2ccc3c(c2)OCO3)s1	-3%	66	-6	-2%[9.22 µM]	-1%	9%	-1%	7	5%
32	COc1ccc(-c2nc(-c3cccc(C)c3)[nH]c(=O)c2C#N)cc1	4%	31	0	-3%	3%	u	1%	1	-12%
33	O=c1c2ccccc2n(Cc2ccc(Cl)cc2)c(=O)n1Cc1ccco1	-14%	-16	11	9%	-18%	0%	12%	11	u
34	C1CCC2(CC1)OCC1(CO2)COC2(CCCCC2)OC1	-1%	9	-3	-3%	2%	0%	-10%	-6	4%
35	O=C(CSc1nnc(-c2ccco2)o1)c1ccc([N+](=O)[O-])cc1	-4%	9	0	u	18%	-17%	-4%	-4	-13%
36	CCOC(=O)c1c(C)[nH]c(C(=O)OCC(=O)Nc2ccc(OCC)cc2)c1C	7%	-4	4	-3%	14%	2%	-15%	-5	10%
37	N#Cc1c(Cn2cncn2)nc(=O)n(-c2ccc(Cl)cc2)c1N	9%	22	-1	7%	5%	3%	1%	9	10%
38	COc1ccccc1S(=O)(=O)N(C)C[C@H]1OCc2cn(nn2)CCCC(=O)N([C@H](C)CO)C[C@@H]1C	5%	14	-3	x	3%	-24%	-6%	-16	8%
39	CC(C)=CCSc1nnc(CCNC(=O)OC(C)(C)C)o1	-4%	-7	3	-4%	0%	-19%	6%	9	21µM*
40	OC[C@@H]1CN(Cc2cccs2)C[C@H](n2cnc3c(NC4CCCC4)ncnc32)O1	10%	-3	4	x	0%	0%	19%	19	2%
41	CCOc1cc(/C=N/n2c(C)nc3ccccc3c2=O)ccc1O	u	10	6	u	-23%	4%	8%	3	5%
42	CCN(CC)c1ccc(/C=N/NC(=O)CNC(=O)C2COc3ccccc3O2)c(O)c1 (stereo not drawn)	u	87	3	6.5µM*	u	u	-8%	17	u
43	CC1(C(=O)Nc2cccc(NS(C)(=O)=O)c2)Cc2c(-c3ccc(C(N)=O)cc3)ccnc2O1 (stereo not drawn)	7%	19	4	x	13%	0%	-4%	14	17%
44	NC(c1ccc(F)c(F)c1)c1nc(-c2cc(F)cc(F)c2)cs1 (stereo not drawn)	22%	5	9	x	12%	0%	-4%	-72*	4%
45	S=C(NCc1ccccc1Cl)Nc1ccccc1Cl	7%	0	1	9%	7%	9%	18%	3	36%
46	O=[N+]([O-])c1ccc(/C=N/Nc2ncc(Br)cn2)cc1	17%	4	-4	3%	11%	12%	8%	7	7%
47	Cc1cnc(NC(=O)/C=C/c2ccc(Br)o2)s1	3%	15	0	22%	8%	4%	-4%	10	0%
48	CCOc1ccccc1NC(=O)NCCCCc1ccccc1	4%	13	-20	-7%	13%	9%	3%	-6	u
49	Cc1[nH]c(=O)c(C#N)c(C)c1[N+](=O)[O-]	-1%	-3	-11	-21%	1%	-19%	-3%	-15	-2%
50	CCCCn1nnnc1C1(C)CCC(=O)N1CCOC (stereo not drawn)	21%	52	1	x	15%	10%	0%	14	-2%
51	O=C(Nc1nc2cc3c(cc2s1)OCO3)C1CC1	-2%	3	-13	u	4%	-11%	4%	-12	-7%

# Taken from above:
# cpd 26 in IL-1B inflam inh = -3
# cpd 46 in D3 ag = -4
# cpd 35 in HT1080-NT tox = -4%
# cpd 36 in HT1080 IDH1KD tx = 14%
# cpd 45 in GLP-1R agonist = 18%
# cpd 21 in D3 ag = -5

# Grouped by structure, those above containing a COOH group.
item	canonical_smiles	HT1080-NT tox	IL-1B inflam inh	D3 ag	SW480 rerep	HT1080 IDH1KD tx	KB-3-1 cytotox	GLP-1R agonist	D3 antag	KB-V1 cytotox
8	COc1cccc(-n2cc(C(=O)O)c3ccccc3c2=O)c1	14µM*	-60*	-10	3%	2%[9.24 µM]	-8%	-6%	-7	-2%
12	Cc1ccc(Cn2c(C(=O)O)c(CNC3CCCC3)c3ccc(C)cc32)cc1	x	x	-15	x	x	4%	0%	x	u
